Screening results deposited in PubChem by Sanford-Burnham Center for Chemical Genomics.
Lipid droplet: inhibitors of hepatocyte lipid droplet formation, primary screen, imaging, high-throughput imaging, BODIPY stain | AML12 mouse hepatocytes, oleate lipid droplets | inhibition, % at 6.5 µM | 240,000 tested, 0.4% active | AID 1656, 2009;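 active = lipid droplet intensity inhibited by at least 50%, with more than 500 cells counted; inconclusive = wells with under 300 cells, treated as cytotoxic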
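Test system: AML12 mouse liver cells; schedule: overnight exposure; technique: high-content imaging of BODIPY-stained droplets and DAPI nuclei; read-out: % inhibition of corrected integrated BODIPY droplet signal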
Lipid droplet cells 6.5 µM: recorded beside Lipid droplet, whose call it bears; cell count; measured here: cell count, cytotoxicity flag;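 cells counted across two imaged fields per well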
An asterisk follows results filed as active; ? = inconclusive; . = not tested or not shown. These rows are one share of the data; rates above refer to the full screens.

Results follow in this order: Lipid droplet | Lipid droplet cells 6.5 µM
Cn1ccsc1=NC(=O)c1ccccc1OC(F)F
  17 | 726
Cc1cc(S(=O)(=O)N2CCCCC2)ccc1OCC(=O)Nc1ccccc1
  3 | 860
COc1ccc(N(C(=O)c2csnn2)C(C(=O)NC2CCCC2)c2cccs2)cc1 (stereo not given)
  -10 | 773
O=C(NCCc1ccccc1)c1ccc2[nH]c(=O)c(=O)[nH]c2c1
  -2 | 753
COc1cccc(NC(=O)c2cnc(SC)nc2)c1
  4 | 825
O=C(Nc1ccc(C2CC2(Cl)Cl)cc1)c1cccc([N+](=O)[O-])c1 (stereo not given)
  -13 | 792
CCc1nnc(NC(=O)c2ccc(COc3ccccc3Cl)o2)s1
  0 | 833
O=C(NNS(=O)(=O)c1ccc(F)cc1)c1ccc2c(c1)OCO2
  -2 | 853
CCOc1ccc(N(CC(=O)Nc2ccccc2OCC)S(=O)(=O)c2c(C)noc2C)cc1
  ? | .
CN(CCC#N)C(=O)CSc1nnc(-c2c[nH]c3ccccc23)o1
  -7 | 770
O=C(NC1CCCc2c1cnn2-c1cc(F)cc(F)c1)c1cc[n+]([O-])cc1 (stereo not given)
  17 | 848
C=CCNC(=O)c1cc2c(=O)n3ccccc3nc2s1
  6 | 832
CCOc1ccc(OCCCC(=O)NCCc2ccc(OC)cc2)cc1
  -2 | 712
CCCc1cc(=O)oc2cc(C)cc(OCC(=O)N3CCC(C(N)=O)CC3)c12
  -7 | 763
CCCn1cccc(C(=O)Nc2ccc(OC)cc2)c1=O
  -19 | 814
CCCn1c(N)c(N(CCOC)C(=O)c2cc(-c3ccco3)nc3ccccc23)c(=O)[nH]c1=O
  -4 | 722
Cc1ccccc1NS(=O)(=O)c1nnc(NC(=O)c2ccc(Br)cc2)s1
  6 | 646
O=[N+]([O-])c1ccccc1/C=C/CN1CCN(Cc2ccc3c(c2)OCO3)CC1
  17 | 861
Cc1cc(NC(=O)COC(=O)C2CC(=O)N(c3ccc(Br)cc3)C2)no1 (stereo not given)
  -25 | 747
O=C(CN(Cc1ccco1)C(=O)CNS(=O)(=O)c1ccc(Cl)cc1)NCc1ccco1
  -40 | 714
COc1ccc2nc(C)cc(Nc3cccc(C(=O)O)c3)c2c1
  12 | 828
CC1CCN(C(=O)CCCC(=O)N2CCC(C)CC2)CC1
  -2 | 679
CCCOc1ccc(-c2c(C(=O)N/N=C(\C)c3ccncc3)nnn2-c2nonc2N)cc1
  -12 | 694
COc1ccc(S(=O)(=O)N2CCOC2CNC(=O)C(=O)NCCCN2CCOCC2)cc1OC (stereo not given)
  1 | 695
COc1ccc2ccccc2c1/C=N\NC(=O)c1ccc(C)s1
  -8 | 686
Cc1coc2c1c(C)cc1oc(=O)c(CC(=O)NCC(=O)O)c(C)c12
  -7 | 818
COc1ccc(Cl)cc1S(=O)(=O)N1CCC(C(=O)N2CCOCC2)CC1
  -14 | 618
CCN1CCN(c2ccc(S(=O)(=O)N3CCCCC3)cc2NC(=O)Cc2ccc(OC)cc2)CC1
  -26 | 809
O=C(Cn1c(=O)n(Cc2ccc(F)cc2)c(=O)c2ccccc21)NCC1CCCO1 (stereo not given)
  -5 | 590
O=C(Cn1ncc2c([nH]c3ccccc32)c1=O)N1CCN(c2ccccn2)CC1
  -14 | 773

Carrying on.
Results follow in this order: Lipid droplet | Lipid droplet cells 6.5 µM
CCCn1c2ccccc2c2cnn(CC(=O)NCCN(C)C)c(=O)c21
  18 | 819
CCOC(=O)CSc1nc(COc2ccccc2)nc2ccccc12
  4 | 811
CC(=O)Nc1ccc(S(=O)(=O)N(C)CC(=O)OC(C)C(=O)N(C)C2CCCCC2)cc1 (stereo not given)
  11 | 903
CCCc1nnc(NC(=O)CCC(=O)Nc2ccc(Br)cc2)s1
  4 | 746
COc1cc2c(cc1OC)C(C)N(C(=O)c1cc(Cl)nc(Cl)c1)CC2 (stereo not given)
  0 | 824
COCCSc1nc(N)c(NC(=O)c2ccco2)c(=O)[nH]1
  4 | 833
O=C(CN1C(=O)c2ccccc2S1(=O)=O)NCc1cccs1
  19 | 730
CCC(=O)c1ccc(OCC(=O)N2CCN(c3ccccn3)CC2)cc1
  10 | 859
Cc1cc(=O)oc2c(C)c(OCC(=O)N3CCN(c4cccc(Cl)c4)CC3)ccc12
  -15 | 720
Cc1ccccc1NC(=O)COC(=O)C1C2CC3OC(=O)C1C3C2 (stereo not given)
  3 | 814
COc1cccc(N2CCN(C(=O)c3ccc(CS(=O)c4ccc(Cl)cc4)o3)CC2)c1 (stereo not given)
  -78 | 471
Cc1ccc(C(=O)N2CCN(CCNC(=O)C(=O)Nc3ccc(Cl)cc3)CC2)cc1
  -2 | 808
Cc1ccc(-c2onc(C)c2C)cc1S(=O)(=O)N1CCOc2ccccc21
  -34 | 756
COc1cccc(CN2CCNC(=O)C2CC(=O)N(C)C2CCCCC2)c1 (stereo not given)
  0 | 726
Cc1ccc(NC(=O)C2CCN(S(=O)(=O)c3ccc4c(c3)CC(C)N4C(=O)C3CCC3)CC2)nc1 (stereo not given)
  -10 | 722
O=C(CS(=O)(=O)c1ccccc1)N1CCCCC1
  -21 | 853
CCOC(=O)N1CCC(N2Cc3cccc(C(=O)Nc4c(C)cccc4CC)c3C2=O)CC1
  3 | 729
O=C(COc1ccccc1)Nc1nnc(S(=O)(=O)N2CCCCC2)s1
  -31 | 724
O=C(NS(=O)(=O)c1ccccc1[N+](=O)[O-])c1ccccc1
  9 | 677
O=C(Nc1ccccc1C(=O)N1CCN(c2cccc(Cl)c2)CC1)C1=CSCCO1
  -25 | 760
Cc1ccc(S(=O)(=O)NCCCNS(=O)(=O)c2ccccc2)cc1
  -8 | 807
COc1cc(CCC(=O)NNC(=O)c2cccc(Cl)c2)cc(OC)c1OC
  -7 | 771
CCCCc1cc(=O)oc2cc(OCC(=O)NCCN3CCOCC3)c(Cl)cc12
  -12 | 688
COc1ccc(N(C)C(=O)CCS(=O)(=O)c2cccc3nsnc23)cc1
  -7 | 827
CCc1ccccc1-n1nnnc1SCC(=O)Nc1ccc(N2CCN(C)CC2)cc1
  -3 | 707
O=C(NC1CCCCC1)C(c1ccncc1)N(Cc1ccc(F)cc1)C(=O)c1ccccn1 (stereo not given)
  -17 | 768
Cc1ccc(C)c(OCCNc2ncccc2[N+](=O)[O-])c1
  -2 | 793
CN(CC(=O)NC1CC(C)(C)NC(C)(C)C1)S(=O)(=O)c1ccc(Br)cc1
  -2 | 812
CC(C)C(=O)Nc1nnc(S(=O)(=O)N2CCc3ccccc32)s1
  -5 | 743
Cc1cccc2c3c([nH]c12)CCN(C)C3
  3 | 423

Sorted by molecular weight (rising): four of the compounds above.
Results follow in this order: Lipid droplet | Lipid droplet cells 6.5 µM
Cc1cccc2c3c([nH]c12)CCN(C)C3
  3 | 423
O=C(NCCc1ccccc1)c1ccc2[nH]c(=O)c(=O)[nH]c2c1
  -2 | 753
O=C(CN1C(=O)c2ccccc2S1(=O)=O)NCc1cccs1
  19 | 730
O=C(NC1CCCCC1)C(c1ccncc1)N(Cc1ccc(F)cc1)C(=O)c1ccccn1 (stereo not given)
  -17 | 768

(next part)
Results follow in this order: Lipid droplet | Lipid droplet cells 6.5 µM
Fc1ccc(OCc2nn[nH]n2)c(F)c1
  0 | 815
CC(=O)Nc1ccc(C(=O)CN2C(=O)CSC2=O)cc1
  6 | 778
CCN1CCN(CCCNC(=O)CN2C(=O)c3cccnc3Oc3ccc(Cl)cc32)CC1
  -26 | 744
CC(NS(=O)(=O)c1ccc2c(c1)c(=O)n(C)c(=O)n2C)C(=O)NC1CCCCC1 (stereo not given)
  1 | 721
COc1ccccc1CCN=C(N)NS(=O)(=O)c1ccc(F)cc1
  4 | 820
Clc1ccc(-c2ccc(CNCc3ccccn3)o2)cc1
  8 | 798
CCCn1c(N)c(N(CCOC)C(=O)c2ccc(C#N)cc2)c(=O)[nH]c1=O
  -2 | 825
NC(=O)c1nsc(C(=O)N(c2ccccc2)C(C(=O)NC2CCCC2)c2ccc3ncccc3c2)c1N (stereo not given)
  1 | 757
O=[N+]([O-])CC(c1ccc(F)cc1)c1c[nH]c2ccccc12 (stereo not given)
  3 | 839
CN(C)S(=O)(=O)c1cccc(NC(=O)c2ccc(COc3ccccc3)cc2)c1
  -19 | 719
Cc1ccccc1CNC(=O)C(=O)NCC1OCCCN1S(=O)(=O)c1cccs1 (stereo not given)
  39 | 654
CC(=O)Nc1ccc(S(=O)(=O)N(C)c2nc3ccccc3nc2Cl)cc1
  6 | 821
C/C(=N/NC(=O)c1ccco1)c1ccc(NC(=O)c2ccc(Br)o2)cc1
  -12 | 613
Cc1cccc(NC(=O)c2ccc(S(=O)(=O)N3CCOCC3)cc2)c1C
  10 | 797
CCn1c(=O)c(C(=O)NCc2ccc3c(c2)OCO3)c(O)c2ccccc21
  -2 | 788
COc1ccc(CNC(=O)C(OC(=O)c2ccco2)c2ccc(F)cc2)cc1 (stereo not given)
  -19 | 756
CC(=O)Nc1ccc(-c2csc(NCCc3ccccc3)n2)cc1
  -26 | 752
COc1cc(CNC(=O)CCCC(=O)c2ccccc2)cc(OC)c1OC
  -19 | 700
CCCN(CCC)C(=O)c1oc2ccccc2c1NC(=O)Cc1cccc(OC)c1
  10 | 856
O=C(O)Cn1ccc2cc(S(=O)(=O)N3CCCCCC3)ccc21
  -3 | 648
Cc1ccccc1CCN(CC(=O)NCc1ccc(F)cc1)C(=O)c1csnn1
  -3 | 848
COc1ccc(S(=O)(=O)N2CCC(C(=O)O)(c3ccccc3)CC2)cc1
  2 | 831
COc1ccc(NC(=O)CN(C)S(=O)(=O)c2ccc(Br)s2)cc1OC
  -11 | 770
Nc1ncc(CN2CCCC(C(=O)Nc3ccc(-c4ccco4)cc3)C2)cn1 (stereo not given)
  30 | 713
CCOC(=O)c1cccc(NC(=O)CN2C(=O)C3CC=CCC3C2=O)c1 (stereo not given)
  2 | 842
C=CCc1c(C)nc2c(-c3ccccc3)cnn2c1N1CCOCC1
  13 | 731
COc1ccccc1Oc1ccnc2cc(Cl)ccc12
  4 | 767
COc1ccc(NC(=O)NCCN2CCCCC2)cc1
  2 | 824
COc1ccc2oc(=O)cc(CN3CCOCC3)c2c1
  0 | 731
COc1ccccc1C1CC(c2ccccc2)=NN1C(=O)c1ccccc1 (stereo not given)
  12 | 782

The results go on.
Results follow in this order: Lipid droplet | Lipid droplet cells 6.5 µM
Cc1ccc(NC(=O)CN2C(=O)NC3(CCCc4ccccc43)C2=O)c([N+](=O)[O-])c1 (stereo not given)
  -47 | 665
O=C(CNC(c1ccccc1)c1ccccc1)Nc1ccccc1F
  -3 | 830
COC(=O)CC1C(=O)NCCN1C(=O)c1ccc(Cl)cc1 (stereo not given)
  -6 | 789
COc1ccccc1NC(=O)Cc1nnc(SCC(=O)c2ccccc2)n1C
  4 | 777
Cc1ccc(NC(=O)Nc2ccc3c(c2)CCC3)cc1C
  -12 | 664
CN(C)c1ccc(NS(=O)(=O)c2cc3c4c(c2)CC(=O)N4CCC3)cc1
  -14 | 693
CCOc1cc(-c2noc(CCCC(=O)NC3CCCCC3)n2)ccc1OC
  -18 | 721
Cc1sc2nc(SCC(=O)N(C)c3ccccc3)n(C)c(=O)c2c1C
  4 | 797
CN(C(=O)CN1C(=O)S/C(=C\c2ccc(Cl)cc2)C1=O)C1CCS(=O)(=O)C1 (stereo not given)
  4 | 744
CC(=O)c1ccc(NC(=O)c2ccc3c(c2)C(=O)N(c2ccccn2)C3=O)cc1
  -2 | 810
O=S(=O)(c1ccc(-n2cnnn2)cc1)N1CCN(c2ccccc2F)CC1
  4 | 699
COc1ccccc1OCc1cc(C(=O)NCCN2CCCC(O)C2)no1 (stereo not given)
  11 | 885
CN(Cc1ccc(F)cc1)C(=O)c1cccc(OCc2ccccc2)c1
  12 | 810
Cc1ccc(SCCSc2ncccn2)cc1
  20 | 818
Cc1ccc(OCC(=O)Nc2ccc(S(=O)(=O)N3CCCC3)cc2)cc1
  4 | 763
O=C(NCCCc1ccccc1)C(=O)NCC1OCCN1S(=O)(=O)c1ccccc1 (stereo not given)
  -8 | 647
COc1ccc(S(=O)(=O)NCCC(=O)N2CCCC2)cc1N(C)S(C)(=O)=O
  -4 | 793
COC(=O)CCCNC(=O)c1ccc2oc(CCCc3ccccc3)nc2c1
  3 | 771
Cc1onc(-c2ccccc2)c1C(=O)N1CCC(CO)(Cc2ccccc2)CC1
  -2 | 739
Cc1cc(=O)oc2c(C)c(OC(C)C(=O)NCCCn3ccnc3)ccc12 (stereo not given)
  -11 | 700
CC(=O)Nc1nc(-c2ccc3c(c2)CCN3C(=O)C2CC2)c(C)s1
  10 | 823
Cc1nc(NCCc2ccccc2)c2nnn(Cc3ccccc3)c2n1
  -8 | 779
COc1ccc(OC2CCN(S(=O)(=O)c3ccccc3)CC2)cc1
  -6 | 831
COC(=O)[C@H]1C[C@@H]1[C@H](N)c1ccccc1
  6 | 767
Cc1ccc(NC(=O)CCC(=O)Nc2ccc(C)cc2)cc1
  -2 | 831
O=C(CCCC1=NS(=O)(=O)c2ccccc2N1)Nc1ccccc1
  -3 | 655
Cc1ccc(NC(=O)c2nc(S(=O)(=O)Cc3ccccc3C)ncc2Cl)cc1C
  -11 | 740
COc1ccc(CN2CCC(n3nccc3NC(=O)CCCc3ccccc3)CC2)cc1C
  1 | 885
COc1cc(-c2nnc(SCC(=O)NC3CCCC3)n2C)cc(OC)c1O
  -4 | 763
CS(=O)(=O)N(Cc1ccccc1)c1ccc(C(=O)Nc2ccccc2C(=O)O)cc1
  17 | 805
OCCC1CN(Cc2ccccc2O)CCN1CCCc1ccccc1 (stereo not given)
  0 | 810

Of the compounds above, these contain a COOH group:
Results follow in this order: Lipid droplet | Lipid droplet cells 6.5 µM
COc1ccc2nc(C)cc(Nc3cccc(C(=O)O)c3)c2c1
  12 | 828
Cc1coc2c1c(C)cc1oc(=O)c(CC(=O)NCC(=O)O)c(C)c12
  -7 | 818
O=C(O)Cn1ccc2cc(S(=O)(=O)N3CCCCCC3)ccc21
  -3 | 648
COc1ccc(S(=O)(=O)N2CCC(C(=O)O)(c3ccccc3)CC2)cc1
  2 | 831
CS(=O)(=O)N(Cc1ccccc1)c1ccc(C(=O)Nc2ccccc2C(=O)O)cc1
  17 | 805
